# GASC1 inh: blocks human GASC-1 (KDM4C) demethylase activity | GST-KDM4C 2-372, H3K9me3 peptide, LANCE TR-FRET | inhibition, % at 12.5 µM | actives 0.15% (n = 96,000) | AID 720574;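 active means mean replicate inhibition above about 25%, with at least 55% of replicates also reaching it, limit read from the data, passing the limit was not always enough; inconclusive means only one of those two conditions met; inactive means neither condition met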
# Target sequence (Q9H3R0 2-372 limits assumed): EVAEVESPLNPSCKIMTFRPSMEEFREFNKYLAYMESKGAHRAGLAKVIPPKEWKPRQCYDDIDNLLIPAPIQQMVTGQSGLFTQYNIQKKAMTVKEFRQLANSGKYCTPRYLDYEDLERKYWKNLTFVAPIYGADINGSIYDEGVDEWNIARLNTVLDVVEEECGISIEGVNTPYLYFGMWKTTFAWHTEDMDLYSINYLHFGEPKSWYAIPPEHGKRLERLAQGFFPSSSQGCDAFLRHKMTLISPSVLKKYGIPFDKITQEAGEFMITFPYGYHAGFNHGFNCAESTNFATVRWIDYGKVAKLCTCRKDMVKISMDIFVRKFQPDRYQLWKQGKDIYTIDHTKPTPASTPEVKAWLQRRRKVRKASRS
#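 Material: N-terminal GST-fused human GASC-1 (KDM4C) fragment, residues 2-372. Input: 10 nM enzyme. Incubation: enzyme reaction 30 min, then detection 60 min, both room temperature. Doses: one test concentration per compound. Read-out basis: inhibition from TR-FRET ratio decrease. Detection: LANCE TR-FRET, excitation 340 nm, emissions 618 and 671 nm.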
# Pf Dd2 inh: inhibitors of Plasmodium falciparum Dd2 growth | P. falciparum Dd2 growth, SYBR Green, 72 h; hits give low values | activity change, % at 10 µM | actives 2.3% (n = 94,000); in the data active means activity change below about -80%; inconclusive means no clear call, values can overlap the other calls
# Tcruzi prolif: blocks T. cruzi growth in NIH3T3 culture; T. cruzi beta-gal in NIH3T3, GalScreen luminescence, 90 h; inhibition, % at 8.34 µM; actives 5.9% (n = 77,000);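 active means mean inhibition above about 93%, with at least 55% of replicates each passing it, limit read from the data, passing the limit was not always enough; inconclusive means only one of those two conditions holds; inactive means neither condition holds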
# C diff HTS: blocks growth of Clostridium difficile | Clostridium difficile clinical isolate growth, OD600, 24 h; hits give low values | growth activity, negative = inhibition, % at 16 µg/mL (by protocol) | actives 0.25% (n = 86,000);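 active means mean growth activity at or below -80% and every replicate also at or below -80%; inconclusive means mean at or below -80% but some replicate above -80%; inactive means mean growth activity above -80%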;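 further: 0% = DMSO wells and -100% = levofloxacin 16 µg/mL wells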
# * = called active by the depositor; u = inconclusive; x = no result given; & = joins results of further samples.
SMILES,GASC1 inh,Pf Dd2 inh,Tcruzi prolif,C diff HTS
CCCNC(=O)N1CC2(CCN(C(=O)Cc3cccnc3)CC2)c2c([nH]c3cc(OC)ccc23)[C@H]1CO,0.2,1,x,8
C[C@@H]1CN([C@H](C)CO)C(=O)c2cc(NC(=O)Cc3ccccc3)ccc2O[C@@H](C)CCCCO[C@@H]1CN(C)Cc1ccccc1,-0.2,-58,x,7
C[C@@H]1CN([C@H](C)CO)C(=O)c2cc(-c3cccnc3)cnc2O[C@H]1CN(C)C(=O)C1CCOCC1,2.0,48,-13,-2
COc1ccc2c3c([nH]c2c1)[C@H](CO)N(Cc1ccncc1)CC31CN(C(=O)c2cccnc2)C1,x,31,x,13
CCC(=O)N1CCC2(CC1)CN(S(=O)(=O)c1ccccc1)[C@H](CO)c1[nH]c3cc(OC)ccc3c12,-1.4,-86*,x,-13
C/C=C/c1ccc([C@H]2[C@@H](C#N)N(C(=O)CN3CCOCC3)[C@H]2CO)cc1,7.0,27,59,-27
COc1ccc(CN(C)C[C@H]2Oc3ccc(NC(=O)CCN4CCOCC4)cc3C(=O)N([C@H](C)CO)C[C@@H]2C)cc1,-1.5,-12,54,2
COc1cccc(NC(=O)N[C@@H]2CC[C@@H](CC(=O)NCc3ccncn3)O[C@H]2CO)c1,0.0,-11,42,x
CCCC#Cc1ccc2c(c1)O[C@H](CN(C)C(=O)C1CCC1)[C@H](C)CN([C@H](C)CO)S2(=O)=O,0.1,-27,u,-2
O=C(C[C@@H]1C[C@H]2c3cc(NC(=O)c4ccc5c(c4)OCO5)ccc3O[C@H]2[C@@H](CO)O1)NC1CCCC1,0.6,-7,-6,x
COc1ccc(C(=O)Nc2ccc3c(c2)C(=O)N(C)C[C@H](OC)[C@H](C)CN[C@@H](C)CO3)cc1,0.6,0,-31,x
CN(C)C(=O)C[C@@H]1C=C[C@@H](NC(=O)Nc2cccc(F)c2)[C@@H](CO)O1,-0.2,24,-54,-2
CCCC#Cc1ccc2c(c1)[C@H]1[C@H](CCN1Cc1ccccc1F)[C@@H](CO)N2,0.1,-83*,x,14
CC(C)CC#Cc1cnc2c(c1)C(=O)N([C@@H](C)CO)C[C@@H](C)[C@@H](CN(C)Cc1ccccn1)O2,2.3,5,18,2
COC(=O)C[C@@H]1C[C@H]2c3cc(NC(=O)C4CCOCC4)ccc3O[C@H]2[C@@H](CO)O1,2.2,22,3,-1
COc1ccc(CN(C)C[C@H]2OCc3cnnn3CCCC(=O)N([C@H](C)CO)C[C@@H]2C)cc1,-0.8,-6&-6,-168&-80,-1&-4
Cc1ccc(S(=O)(=O)N(C)C[C@@H]2Oc3c(NC(=O)C4CCCCC4)cccc3C(=O)N([C@H](C)CO)C[C@@H]2C)cc1,x,-64,-67,7
CCCNC(=O)N1[C@H](CO)[C@H](c2ccccc2)[C@@H]1CNC(=O)C1CC1,0.7,18,x,0
COCC(=O)Nc1ccc2c(c1)C(=O)N(C)C[C@H](OC)[C@H](C)CN(C(=O)c1ccccc1F)[C@@H](C)CO2,0.6,5,-56,x
C[C@@H]1CN([C@H](C)CO)C(=O)c2cc(NS(=O)(=O)c3ccc(F)cc3)ccc2O[C@@H](C)CCCCO[C@H]1CN(C)Cc1ccc(Cl)c(Cl)c1,-0.6,-62,116,22
O=C(CN1CCOCC1)N[C@@H]1CC[C@H](CCn2cc(C3CCCC3)nn2)O[C@@H]1CO,-0.7,8,x,-5
CCCNC(=O)N1[C@H](CO)[C@@H](c2ccccc2)C12CN(C(=O)c1cccnc1)C2,-0.9,39,x,1
O=C(C[C@@H]1C=C[C@H](NC(=O)Nc2cccc(F)c2)[C@H](CO)O1)NCC1CCCCC1,1.9,8,-55,x
CO[C@@H]1CN(C)C(=O)c2ccc(NS(=O)(=O)c3ccc(C)cc3)cc2OC[C@@H](C)N(C)C[C@H]1C,0.1,x,-22,-2
O=C(N[C@@H]1CC[C@H](CCn2cc(C3CCCCC3)nn2)O[C@@H]1CO)c1cccnc1,4.2,-13,x,-1

# Molecules above containing a halogen:
SMILES,GASC1 inh,Pf Dd2 inh,Tcruzi prolif,C diff HTS
CN(C)C(=O)C[C@@H]1C=C[C@@H](NC(=O)Nc2cccc(F)c2)[C@@H](CO)O1,-0.2,24,-54,-2
CCCC#Cc1ccc2c(c1)[C@H]1[C@H](CCN1Cc1ccccc1F)[C@@H](CO)N2,0.1,-83*,x,14
COCC(=O)Nc1ccc2c(c1)C(=O)N(C)C[C@H](OC)[C@H](C)CN(C(=O)c1ccccc1F)[C@@H](C)CO2,0.6,5,-56,x
C[C@@H]1CN([C@H](C)CO)C(=O)c2cc(NS(=O)(=O)c3ccc(F)cc3)ccc2O[C@@H](C)CCCCO[C@H]1CN(C)Cc1ccc(Cl)c(Cl)c1,-0.6,-62,116,22
O=C(C[C@@H]1C=C[C@H](NC(=O)Nc2cccc(F)c2)[C@H](CO)O1)NCC1CCCCC1,1.9,8,-55,x

# The list goes on.
SMILES,GASC1 inh,Pf Dd2 inh,Tcruzi prolif,C diff HTS
C[C@H](CO)N1C[C@H](C)[C@@H](CN(C)Cc2ccc(C(=O)O)cc2)Oc2c(NC(=O)c3ccc(-c4nccs4)cc3)cccc2C1=O,6.8,20,-16,-1
CN(C)C(=O)c1cccc(-c2ccc3c(c2)[C@H]2[C@H](CCN2S(=O)(=O)c2cn(C)cn2)[C@@H](CO)N3)c1,1.0,19,94,-9
Cc1ccc(S(=O)(=O)N(C)C[C@H]2Oc3ccc(NC(=O)Nc4cccc5ccccc45)cc3CC(=O)N([C@H](C)CO)C[C@@H]2C)cc1,0.4,-7,-94,-12
Cc1cccc(S(=O)(=O)N2CC[C@@H]3[C@H](CO)N(C)c4ccc(-c5ccc(C#N)cc5)cc4[C@@H]32)c1,-1.1,-5,0,5
C[C@H]1CN([C@@H](C)CO)C(=O)CCCn2nncc2CO[C@@H]1CN(C)C(=O)Nc1ccc2c(c1)OCCO2,3.1,0,12,-2
CCCNC(=O)[C@@H]1[C@@H](CO)[C@@H]2Cn3c(ccc(C4=CCCC4)c3=O)[C@H]1N2Cc1ccncc1,1.5,8,-1,-3
C[C@H]1CN([C@@H](C)CO)C(=O)c2cc(-c3ccc(F)cc3)cnc2O[C@H]1CN(C)C(=O)c1cccnc1,1.9,-10,-103,-1
Cc1ccc(S(=O)(=O)N(C)C[C@@H]2Oc3ccc(NS(=O)(=O)c4cn(C)cn4)cc3CC(=O)N([C@H](C)CO)C[C@@H]2C)cc1,1.4,5,3,x
O=C(Nc1ccc(Cl)cc1)N[C@@H]1CC[C@H](CCNS(=O)(=O)c2ccccc2F)O[C@H]1CO,-0.5,2,-65,13
CN(C)CC(=O)N[C@H]1CC[C@@H](CCNC(=O)C2CCC2)O[C@H]1CO,1.7,-9,x,3
OC[C@H]1[C@@H](c2ccccc2)C2(CN(Cc3nccs3)C2)N1Cc1ccncc1,x,6,x,8
CNC[C@H]1Oc2c(NC(=O)Nc3ccc(F)cc3)cccc2C(=O)N([C@H](C)CO)C[C@@H]1C,-1.0,-9,x,4
CCCNC(=O)N(C)C[C@@H]1Oc2ncc(-c3ccncc3)cc2C(=O)N([C@@H](C)CO)C[C@H]1C,20,19,-31,-2
O=C(c1cccnc1)N1C[C@@H]2[C@H](c3ccccc31)[C@H](CO)N2C(=O)Nc1cccc(F)c1,5.6,8,-20,1
COCC(=O)Nc1ccc2c(c1)C(=O)N(C)[C@@H]1CC[C@H](CC(=O)NCc3ccccc3F)O[C@@H]1CO2,-1.4,-11,6,2
C[C@@H]1CN([C@H](C)CO)C(=O)c2cc(-c3ccccc3)cnc2O[C@H]1CN(C)C(=O)Nc1ccccc1F,x,-4,-139,-11
O=S(=O)(N[C@H]1CC[C@H](CCn2cc(C3(O)CCCC3)nn2)O[C@H]1CO)c1ccc(F)cc1,0.7,-12,-46,-2
CCC(=O)N1[C@H](CO)[C@@H](c2ccc(C3=CCCC3)cc2)[C@@H]1CN(C)C(C)=O,3.6,6,39,-3
O=C(C[C@H]1CC[C@@H]2[C@H](COC[C@H](O)CN2C(=O)Nc2ccc(Cl)c(Cl)c2)O1)NCc1ccccc1,0.4,4,-6,x
C[C@@H]1CN([C@@H](C)CO)S(=O)(=O)c2ccc(-c3ccc(F)cc3)cc2O[C@H]1CN(C)C(=O)c1ccccc1F,-0.7,-49,85,-1
CCCNC(=O)N[C@@H]1CC[C@@H](CCn2cc(-c3cccc(F)c3)nn2)O[C@H]1CO,0.2,-22,11,x
O=C(Cc1ccncc1)Nc1ccc2c(c1)[C@@H]1C[C@@H](CC(=O)N3CCCCC3)O[C@H](CO)[C@@H]1O2,-0.1,16,-2,-3
CC(=O)N(C)C[C@@H]1Oc2ncc(C3=CCCC3)cc2C(=O)N([C@H](C)CO)C[C@@H]1C,-0.5,37,11,-1
O=C(C[C@H]1C=C[C@@H](NC(=O)Nc2cc(F)ccc2F)[C@@H](CO)O1)NCCCN1CCOCC1,1.9,-1,-24,x
C[C@@H]1CN([C@@H](C)CO)C(=O)c2cccc(NC(=O)C3CCOCC3)c2O[C@@H]1CN(C)S(C)(=O)=O,-2.1,37,4,-7

# (cont.)
SMILES,GASC1 inh,Pf Dd2 inh,Tcruzi prolif,C diff HTS
C[C@@H]1CN([C@@H](C)CO)C(=O)Cc2cc(NC(=O)Cc3ccccc3)ccc2O[C@H]1CN(C)S(=O)(=O)c1cn(C)cn1,3.5,8,3,-5
CC(=O)N1[C@@H]2c3ccc(C4=CCCC4)c(=O)n3C[C@@H]2[C@@H](CO)[C@@H]1C(=O)N1CCCCC1,1.0,10,-29,2
C[C@H](CO)N1C[C@H](C)[C@@H](CN(C)Cc2ccccn2)Oc2ncc(C#CCc3ccccc3)cc2C1=O,5.4,u,34,-16
COc1ccc(-c2ccc([C@@H]3[C@@H](CO)N4CCCCN(C(=O)c5ccc6c(c5)OCO6)C[C@@H]34)cc2)cc1,-1.0,-76,115*,1
C[C@@H]1CN([C@@H](C)CO)C(=O)Cc2cc(NS(=O)(=O)c3ccc(Cl)cc3)ccc2O[C@H]1CN(C)Cc1ccc(C(=O)Nc2ccccc2N)cc1,2.4,-54,94,5
Cc1noc(C)c1NC(=O)N(C)C[C@H]1Oc2c(NC(=O)C3CCCCC3)cccc2C(=O)N([C@H](C)CO)C[C@@H]1C,4.5,49,5,-2
C[C@H]1CCCCO[C@H](CN(C)Cc2ccccc2)[C@@H](C)CN([C@@H](C)CO)C(=O)c2cc(NC(=O)Nc3ccccc3)ccc2O1,-1.4,-76,x,x
COc1cccc(CNC(=O)C[C@H]2CC[C@@H]3[C@H](COc4ccc(NC(C)=O)cc4C(=O)N3C)O2)c1,-0.8,18,0,-1
C[C@@H]1CN([C@H](C)CO)C(=O)c2cc(C#CC3CC3)cnc2O[C@H]1CN(C)C(=O)CC1CC1,-0.2,-31,15,5
CO[C@H]1CN(C)C(=O)c2ccc(NS(=O)(=O)CC(F)(F)F)cc2OC[C@@H](C)NC[C@H]1C,-0.7,0,22,x
C[C@H]1CN([C@@H](C)CO)C(=O)c2cc(NC(=O)Nc3ccc(F)cc3)ccc2O[C@@H]1CN(C)CC1CCCCC1,0.3,22,26,-1
CC(C)NC(=O)Nc1ccc2c(c1)C(=O)N([C@H](C)CO)C[C@H](C)[C@@H](CN(C)Cc1ccccc1)OCCCC[C@@H](C)O2,0.2,x,-66,4
C[C@H]1CN([C@@H](C)CO)C(=O)c2cc(NC(=O)Nc3ccc4c(c3)OCO4)ccc2O[C@@H]1CN(C)Cc1ccccc1,-1.6,11,-16,1
C[C@@H]1CN([C@@H](C)CO)C(=O)c2cc(NC(=O)Nc3ccc(C(F)(F)F)cc3)ccc2O[C@@H](C)CCCCO[C@H]1CN(C)S(=O)(=O)c1ccccc1,-0.4,-49,109*,6
COc1cccc(-c2cn(CC[C@@H]3CC[C@@H](NC(=O)CN(C)C)[C@H](CO)O3)nn2)c1,0.1,-11,-23,x
CCCC#Cc1ccc([C@H]2[C@@H](C#N)N(C(=O)C3CCOCC3)[C@H]2CO)cc1,0.2,-33,92,6
C[C@@H]1CN([C@@H](C)CO)C(=O)Cc2cc(NC(=O)Nc3ccc4c(c3)OCO4)ccc2O[C@@H]1CN(C)S(=O)(=O)c1ccc(Cl)cc1,-1.1,-4,36,7
C[C@@H]1CN([C@@H](C)CO)C(=O)CCCn2nncc2CO[C@@H]1CN(C)C(=O)c1ccncc1,-1.0,5&23,-8&-5,-1
C/C=C/c1cnc2c(c1)C(=O)N([C@H](C)CO)C[C@@H](C)[C@@H](CN(C)C(=O)c1ccc3c(c1)OCO3)O2,1.0,-1,7,6
C[C@H](O)C#Cc1cnc2c(c1)C(=O)N([C@@H](C)CO)C[C@H](C)[C@H](CN(C)C(=O)Nc1ccc(C(F)(F)F)cc1)O2,-0.2,11,x,-2
O=C(Nc1ccccc1)[C@H]1[C@H](CO)[C@H]2Cn3c(cccc3=O)[C@H]2N1Cc1ccccc1Cl,0.7,-3,74,10

# Fetched one by one from above (2):
SMILES,GASC1 inh,Pf Dd2 inh,Tcruzi prolif,C diff HTS
C[C@H]1CCCCO[C@H](CN(C)Cc2ccccc2)[C@@H](C)CN([C@@H](C)CO)C(=O)c2cc(NC(=O)Nc3ccccc3)ccc2O1,-1.4,-76,x,x
CO[C@H]1CN(C)C(=O)c2ccc(NS(=O)(=O)CC(F)(F)F)cc2OC[C@@H](C)NC[C@H]1C,-0.7,0,22,x
